Screens (PubChem)
iPSC survival up = enhancers of human iPSC single-cell survival | 360,000 tested, 0.044% active | hiPSC single-cell survival, ATPlite luminescence; 100% = ROCK inhibitor wells, 0% = DMSO | AID 602274 | survival enhancement, % at 20 µM; in the data active means survival enhancement above about 18%;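 further: cells exposed to compounds for 16 hours before the ATP read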
TRAIL sens C8 = sensitizes caspase-8 expressing cells to TRAIL; NB7+C8 cells + TRAIL, ATPlite viability luminescence; inhibition (viability loss, TRAIL sensitization), % at 10 µM; 360,000 tested, 1% active;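 active means compounds causing at least 50% loss of cell viability in the single-dose screen, relative to plate controls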
NR2E3 ag-1 = human photoreceptor-specific nuclear receptor agonism. Q9Y5X4. AID 602229. inhibition of corepressor binding, % at 3.98 µM. CHO-S Gal4-NCOR/VP16-NR2E3 two-hybrid, luciferase. 360,000 tested, 0.35% active;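 active means inhibition above the mean of all tested compounds plus 3 SD, cut at about 70% in these data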;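 further: 0% = DMSO with NR2E3 transfected cells and 100% = cells lacking NR2E3 construct; higher means lower luciferase signal from less NR2E3 corepressor binding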
Target sequence (Q9Y5X4 whole entry, looked up, the tested form may be a part): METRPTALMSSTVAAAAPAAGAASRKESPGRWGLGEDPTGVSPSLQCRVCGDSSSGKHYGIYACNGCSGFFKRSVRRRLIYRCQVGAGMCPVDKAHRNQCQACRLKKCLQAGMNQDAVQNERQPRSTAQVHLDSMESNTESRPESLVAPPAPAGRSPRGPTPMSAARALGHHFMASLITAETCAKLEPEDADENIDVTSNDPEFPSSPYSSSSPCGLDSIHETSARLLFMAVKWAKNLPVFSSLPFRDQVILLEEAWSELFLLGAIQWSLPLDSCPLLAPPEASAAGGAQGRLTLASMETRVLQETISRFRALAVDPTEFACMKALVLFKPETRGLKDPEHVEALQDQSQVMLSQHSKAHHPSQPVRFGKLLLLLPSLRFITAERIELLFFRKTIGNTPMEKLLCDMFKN
Shn3 3UTR inh = Schnurri-3 reporter inhibition in Clone20 osteoblasts; Clone20 osteoblast Shn3 3'UTR firefly luciferase, 24 h; inhibition, % at 12.5 µM; 360,000 tested, 0.52% active;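 active means mean inhibition of at least 75% with every replicate also reaching 75%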;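 further: 0% = median of neutral control wells and 100% = pilot-screen positive control compound; some compounds past the cut are filed as inactive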
CF NFkB block = inhibitors of cystic fibrosis induced NF-kB; KKLEB NF-kB-GFP reporter, PAF-induced, GFP fluorescence overnight; inhibition, % at 5 µM; 360,000 tested, 0.86% active;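 active means at least 50% inhibition at 5 µM, scaled per plate between neutral and stimulator controls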;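 further: PAF is a Pseudomonas aeruginosa culture filtrate used as stimulus; plate controls were PAF-stimulated DMSO wells for no effect and unstimulated DMSO wells for full effect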
KKLEB cytotox = reduces viability of KKLEB cystic fibrosis airway cells | KKLEB CF airway cells viability, ATPlite luminescence, overnight; stronger effect = lower value; cells stimulated with P. aeruginosa culture filtrate | AID 602141 | activity change (cytotoxicity), % at 5 µM | 360,000 tested, 0.36% active;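 active means corrected activity change at or below -50% at 5 µM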
LMP1 NFkB inh = reduces LMP1-driven NF-kappaB luciferase signal; inhibition, % at 12.5 µM; LMP1-induced NF-kappaB luciferase reporter cells, luminescence; 350,000 tested, 0.69% active; in the data active means inhibition above about 41%;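 further: 0% = neutral control wells and 100% = reference inhibitor control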
Peg3 promoter = Peg3 promoter activity inhibition; HeLa PEG-Prom luciferase reporter, luminescence, overnight; inhibition, % at 20 µM; 360,000 tested, 1.7% active;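 active means inhibition of at least 50% at 20 µM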
NR2E3 ag-2 = agonists of human nuclear receptor NR2E3; GST-NR2E3/biotin-RetCOR TR-FRET, 1536-well; 320,000 tested, 0.12% active; AID 2300; Q9Y5X4; inhibition of corepressor binding, % at 4.78 µM;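 active means percent inhibition above the cutoff of mean plus 3 SD of all tested compounds, set per screening campaign, cut at about 20% in these data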;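 further: 0% = DMSO wells and 100% = biotin wells as full block of FRET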
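Test system: GST-NR2E3 and biotin-RetCOR proteins | Quantity: 1.35 nM GST-tagged NR2E3 final | Medium: Tris pH 7.5 | Also added: 7 nM biotin-RetCOR | Dosing: Compound at 4.8 µM, single dose | Timing: 5 h at 4 °C | Detection: Time-resolved FRET | Read-out basis: Percent inhibition | Benchmarks: Biotin wells as high control, 0.6% DMSO wells as low control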
MITF TRPM1 inh = MITF TRPM1 promoter inhibition in SK-MEL-5 cells. inhibition, % at 12.5 µM. SK-MEL-5 TRPM1 promoter luciferase, 24 h. 330,000 tested, 0.83% active;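 active means mean inhibition across replicates of 60% or more, whatever share of single replicates reaches that level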; further: values of inactives mirror those of a sister screen read the other way
HIF-2a block = inhibitors of HIF-2a | 786-0 RCC cells HIF-2a reporter, luciferase luminescence, overnight | inhibition, % at 18.8 µM | 360,000 tested, 0.72% active | AID 624352;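 active means inhibition of the luminescence signal of 40% or more relative to plate controls, in a single-dose primary screen at 18.75 µM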
Active calls of the source: *; · = not tested or not shown. A portion of the library (hit frequency here may not be typical).

item	SMILES	Peg3 promoter	CF NFkB block	TRAIL sens C8	NR2E3 ag-1	Shn3 3UTR inh	LMP1 NFkB inh	KKLEB cytotox	HIF-2a block	iPSC survival up	MITF TRPM1 inh	NR2E3 ag-2
1	O=C(Cn1sc2ccccc2c1=O)Nc1ccc(Cl)cc1	2	42	12	-10	-1	2	-10	-10	-0.8	·	·
2	Nc1nc(-c2cccc(NS(=O)(=O)c3ccccc3)c2)cs1	22	-26	-25	-15	26	-12	14	-15	1.5	6	0
3	CCc1nnc(NCC(=O)N2CCc3ccccc32)s1	-4	4	-23	-3	-2	-9	12	-9	-0.5	20	-1
4	CCN(CC)S(=O)(=O)c1ccc(OC)c(NC(=O)OCc2ccccc2)c1	12	16	3	-31	18	-1	-1	13	-0.8	8	0
5	O=C(N/C(=C/c1ccc(Br)cc1)c1nc2ccccc2[nH]1)c1ccco1	-23	-1	0	-27	-10	-19	-6	-81	0.6	-16	0
6	Cc1cnc(C(=O)OCC(=O)c2cc(C)n(CCc3ccc(F)cc3)c2C)cn1	-16	-27	-4	1	13	2	15	8	-3.0	·	·
7	CCCCCCn1c(N2CCCC2)nc2c1c(=O)[nH]c(=O)n2C	18	12	5	-26	9	7	-10	25	0.1	9	0
8	Cc1ccnc2nc(C(=O)Nc3nc4ccccc4s3)nn12	-105	-17	8	-156	-17	10	2	-83	-0.6	-18	1
9	Cc1ccccc1NC(=O)Cc1nc(COC(=O)c2ccc([N+](=O)[O-])cc2)cs1	2	-30	4	1	-2	-5	20	8	0.7	8	·
10	COc1ccccc1C(=O)Nc1ccccc1N1CCN(C(=O)c2ccc(Cl)cc2)CC1	21	4	3	-46	-5	-2	3	1	-0.4	2	-1
11	O=C(Nc1cc(C(F)(F)F)ccc1Cl)C(Sc1n[nH]c(=O)[nH]c1=O)c1ccccc1 (configuration not stated)	4	0	-13	12	14	-5	-6	13	-0.7	6	2
12	COc1ccccc1NC(=S)NCCc1ccc(S(N)(=O)=O)cc1	10	9	-8	-26	10	-10	6	8	-0.7	16	3
13	Cc1ccccc1S(=O)(=O)N(CC(O)CN1CCCCC1)c1ccccc1 (configuration not stated)	-14	3	4	-24	-4	-6	7	8	0.0	7	2
14	CC1CCCCC1NC(=O)Cn1ncc2ccccc21 (configuration not stated)	-9	5	1	9	-22	-2	-1	1	0.5	7	3
15	CCN(C[C@H]1N[C@@](CC)(C(=O)OC)[C@H]2C(=O)N(Cc3ccccc3)C(=O)[C@@H]12)S(=O)(=O)c1ccc(C)cc1	-3	10	14	-17	1	0	-6	9	-1.7	8	·
16	Fc1ccc(Cn2nnnc2CN2CCN(C3CCCCC3)CC2)cc1	21	-3	1	-9	-10	4	8	1	-0.2	2	1
17	CSc1cccc(NC(=O)CCNC(=O)c2ccco2)c1	1	4	-2	-15	9	-12	4	-2	0.0	2	-1
18	CC1CCN(C(=O)c2cccc(NC(=O)c3cccs3)c2)CC1	8	2	5	8	8	-2	0	-3	0.6	12	3
19	CC1CCc2c(nc3ncnn3c2N2CCN(c3ccccc3F)CC2)C1 (configuration not stated)	1	-17	10	19	-8	-7	6	6	-1.5	-1	-2
20	Cc1ccccc1OCC(=O)OCC(=O)NC1CCCCCC1	-15	3	-10	-12	-13	-12	14	7	0.1	-1	·
21	CCOc1ccc(S(=O)(=O)NCCC(=O)N2CCC(Cc3ccccc3)CC2)cc1	14	-10	-22	29	14	4	10	9	0.0	0	1
22	COc1cc(C(Nc2ccccn2)c2ccc3ccc(C)nc3c2O)cc(OC)c1O (configuration not stated)	102*	74*	-13	-24	64	33	-34	94*	-5.3	28	-2
23	CCN(CC)CCN1C(=O)C(=O)/C(=C(/O)c2ccc(C)cc2)C1c1cccnc1 (configuration not stated)	9	-7	-19	0	·	-15	12	14	-0.2	-8	-2
24	CN(C)CCOC1(Cc2ccc(F)cc2)CCC(C(C)(C)C)CC1 (configuration not stated)	8	9	13	-15	10	10	15	-3	-1.0	37	·
25	CCNC(=O)c1ccccc1-c1nc(-c2ccccc2OC)no1	5	-8	21	-38	-26	-15	14	-4	-0.5	7	1
26	CN(C)CCN1CCN(C2CN(Cc3cn(Cc4ccccc4C(F)(F)F)nn3)S(=O)(=O)C2)CC1 (configuration not stated)	8	-16	-12	-4	-1	·	-2	10	2.8	·	·
27	CCc1ccc2c(c1)C(c1ccncc1)=NNC(c1ccccc1)=N2	-60	-3	-5	-1	0	0	14	-87	0.7	-17	4
28	Cc1ccc(NC(=O)COC(=O)[C@@H]2CC(O)CN2S(=O)(=O)c2ccc3c(c2)OCCO3)cc1 (some centres not stated)	-6	-4	-13	-6	-13	6	-4	-9	-0.4	0	·
29	O=C(NN=Cc1cccc([N+](=O)[O-])c1)c1cccc2ccccc12	-8	5	-4	-12	-5	4	-8	-4	-3.4	1	·
30	CC(=O)Nc1cc(=O)c2cccnc2[nH]1	13	8	-13	-22	0	3	10	1	-2.3	8	·
31	c1ccc(-c2csc(=Nc3cccnc3)n2CC2CCCO2)cc1 (configuration not stated)	-9	-6	7	1	-16	5	8	-11	2.1	7	1
32	COc1ccc(C)cc1NC(=O)C(NCC1CCCO1)c1ccccc1 (configuration not stated)	-2	-7	-3	-6	5	5	3	14	2.1	-5	3
33	Cc1cc(C)n(-c2ccc(C(=O)Nc3ccc4c(c3)OCO4)cc2)n1	-222	-7	4	-54	-41	-3	10	-184	-1.7	-66	1
34	C[C@@]12C(=O)N(Cc3ccccc3)CC(=O)N1[C@H]1c3cc(Cl)ccc3OC[C@@H]1[C@@H]2c1ccccc1	-9	36	7	-26	9	2	-6	16	2.0	6	2
35	NC(CSC1(c2ccccc2)c2ccccc2-c2ccccc21)C(=O)O (configuration not stated)	4	-32	6	-19	17	-4	27	13	0.0	-12	·
36	Cc1ccc(OCC(=O)NNC(=O)c2cc3ccccc3o2)cc1	7	14	-5	3	-2	-1	-11	8	1.3	9	2
37	COc1cccc(OC)c1NC(=O)Cn1nc(-c2ccc3c(c2)OCCO3)ccc1=O	0	1	-36	8	25	3	1	10	-0.1	5	2
38	CC1CCCN(C2=C(NS(=O)(=O)c3ccc(Br)cc3)C(=O)c3ccccc3C2=O)C1 (configuration not stated)	-53	22	12	-27	-12	4	-12	-53	-0.4	7	0
39	CC(=O)Nc1ccc(NC(C)=O)s1	-3	-6	-1	-18	4	1	-4	2	-1.3	-13	-4
40	CSCCC(NC(=O)c1ccco1)C(=O)NCC1CCCCC1 (configuration not stated)	1	0	2	-1	-22	-7	-6	6	-0.5	9	-2

Reprinted from the part before: 2 entries; new compounds follow.
item	SMILES	Peg3 promoter	CF NFkB block	TRAIL sens C8	NR2E3 ag-1	Shn3 3UTR inh	LMP1 NFkB inh	KKLEB cytotox	HIF-2a block	iPSC survival up	MITF TRPM1 inh	NR2E3 ag-2
39	CC(=O)Nc1ccc(NC(C)=O)s1	-3	-6	-1	-18	4	1	-4	2	-1.3	-13	-4
40	CSCCC(NC(=O)c1ccco1)C(=O)NCC1CCCCC1 (configuration not stated)	1	0	2	-1	-22	-7	-6	6	-0.5	9	-2
41	CCN(C(=O)COC(=O)CSc1ccccc1)c1c(N)n(Cc2ccccc2)c(=O)[nH]c1=O	16	-22	0	-23	-14	-4	7	19	2.4	7	-2
42	CNc1ccc2ncc(-c3ccccc3C(C)=O)n2n1	-18	0	-1	-2	0	·	8	-4	3.1	·	·
43	O=C(Nc1cccc2c1C(=O)NC2=O)c1cccnc1Cl	-5	-11	-2	-18	1	0	5	-4	0.3	-11	3
44	COc1ccc(C(=O)CC(=O)C(=O)Nc2cccc(C(C)=O)c2)cc1	-5	4	-24	-22	-9	0	-5	11	0.8	5	-3
45	COc1ccc(S(=O)(=O)N(C)C[C@@H]2OCc3cnnn3CCCC(=O)N([C@@H](C)CO)C[C@@H]2C)cc1	3	8	-7	1	-4	-13	9	17	-2.3	·	·
46	CC(=O)N1c2ccc(S(=O)(=O)N3CCC(C(=O)Nc4cccc(Cl)c4)CC3)cc2CC1C (configuration not stated)	8	-11	23	78*	89*	8	0	24	-0.6	17	2
47	CC(=O)c1ccc(-c2cccc(-c3cc(=O)oc4ccc(C(C)(C)C)cc34)c2)cc1	7	43	4	1	-9	0	-14	14	1.9	9	·
48	O=C(Cn1cnc2c(nnn2-c2cccc(F)c2)c1=O)Nc1ccc2c(c1)OCCO2	23	10	12	3	-10	1	1	2	0.9	-12	4
49	O=C(NCc1ccc2c(c1)OCO2)c1ccc(CSCc2ccc(Cl)cc2)o1	7	-1	8	16	3	-2	8	-4	-2.3	-4	-4
50	CCn1c2ccccc2c2cc(NC(=O)CSc3nnc(-c4ccccc4)o3)ccc21	-2	-15	-7	-11	8	-3	-19	9	1.9	3	0
51	COc1ccc(Cl)cc1Cn1c(C)c(C(=O)NCc2cccc([N+](=O)[O-])c2)sc1=O	8	-7	-9	54	-8	·	6	-5	2.0	·	·
52	O=C(c1ccccc1)N1CCC(O)(c2ccc3c(c2)OCO3)CC1	-5	-3	-3	-14	-1	0	14	-8	1.5	3	-1
53	O=C(NC(=O)c1ccccc1)OCCN1C(=O)c2ccccc2C1=O	8	10	-4	-11	5	-2	-10	10	-0.1	-9	-3
54	O=[N+]([O-])c1ccc(Nc2ccc(Cl)cc2)nc1	-112	-13	7	-55	-5	-5	1	-202	1.5	-13	4
55	COc1ccc2c3c(cccc13)N(C)N=C2C	-6	-15	2	-19	16	-4	7	18	1.0	10	-4
56	Cc1ccc(NC(=O)c2sccc2-n2cccc2)c(Cl)c1	-26	-13	3	22	3	-5	2	-67	-1.5	-4	3
57	CC1(C)COC(Cn2c3ccccc3c3ccccc32)O1 (configuration not stated)	27	2	10	-20	0	-2	1	14	0.4	12	-1
58	O=C(NCCO)/C(=C\c1cccc([N+](=O)[O-])c1)NC(=O)c1cccs1	-8	-15	-15	-62	2	-1	13	20	-2.7	·	·
59	O=C(CSc1ncn(-c2ccccc2)n1)N1CCc2ccccc21	-26	3	6	-13	-10	-5	0	-34	-1.2	4	-5
60	O=C(CSc1nnc(COc2ccc(Cl)cc2)o1)N1CCN(c2ccccc2)CC1	3	-12	5	1	21	4	4	1	-3.1	0	4
61	COC1=NC2=NCCN2C(OC)=N1	16	-5	-2	-11	4	5	10	12	-2.4	-5	·
62	C/C(=N\Nc1ncc(Cl)cc1Cl)c1ccccn1	71*	23	89*	-94	86*	85*	-59*	7	-0.3	95*	·
63	O=C(Oc1cccc2cccnc12)c1cccs1	-6	-18	2	1	1	7	-3	6	-1.3	23	1
64	Cc1noc(C)c1CSCC(=O)Nc1cc(C(F)(F)F)ccc1N1CCOCC1	8	44	19	-2	3	4	-5	12	-0.5	-4	4
